# Artemis inh: Artemis (human) endonuclease inhibition; Q96SD1; recombinant Artemis, quenched FAM hairpin cleavage fluorescence; inhibition, % at 10 µM; hit rate 0.78% among 30,000; AID 686954;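 active means at 10 µM dose, at least 30% inhibition, measured as corrected fluorescence normalized to stimulator and neutral control wells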
# Target sequence (Q96SD1 whole entry, looked up): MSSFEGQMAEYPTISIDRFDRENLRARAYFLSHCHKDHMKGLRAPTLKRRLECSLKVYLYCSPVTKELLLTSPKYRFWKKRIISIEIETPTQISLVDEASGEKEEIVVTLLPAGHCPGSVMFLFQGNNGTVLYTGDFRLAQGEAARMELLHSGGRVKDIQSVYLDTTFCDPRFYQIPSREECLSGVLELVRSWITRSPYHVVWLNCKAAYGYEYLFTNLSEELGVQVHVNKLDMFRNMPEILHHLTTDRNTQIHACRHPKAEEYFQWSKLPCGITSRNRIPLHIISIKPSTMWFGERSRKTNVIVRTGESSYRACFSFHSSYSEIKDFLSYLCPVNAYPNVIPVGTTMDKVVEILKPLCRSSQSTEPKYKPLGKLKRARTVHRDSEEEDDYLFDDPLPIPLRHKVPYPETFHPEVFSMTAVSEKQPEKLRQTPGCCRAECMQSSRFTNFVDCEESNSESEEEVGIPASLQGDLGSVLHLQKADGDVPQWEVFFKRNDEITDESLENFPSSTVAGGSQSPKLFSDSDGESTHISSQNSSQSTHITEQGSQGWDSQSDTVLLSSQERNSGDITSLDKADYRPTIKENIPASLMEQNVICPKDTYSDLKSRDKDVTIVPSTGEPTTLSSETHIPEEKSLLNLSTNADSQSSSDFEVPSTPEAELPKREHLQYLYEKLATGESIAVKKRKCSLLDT
# Active calls of the source: *. A portion of the library. The share of hits here may be higher or lower than overall.
SMILES,Artemis inh
COCCN1C(=O)C(O)=C(C(C)=O)C1c1ccc(OC)c(OC)c1 (centres undefined),-6
CCOC(=O)c1ccc(NC(=O)c2cc(S(=O)(=O)N3CCOCC3)ccc2O)cc1,1
CC(C)OP(=O)(OC(C)C)C(NC(=O)c1cccc([N+](=O)[O-])c1)C(N)=O (centres undefined),0
C=CCn1c(C)cc(C(=O)CSc2nc3ccccc3c(=O)[nH]2)c1C,9
CCCS(=O)(=O)N1CCCC(C(=O)NCCCN2CCN(c3ccccc3F)CC2)C1 (centres undefined),3
CCN(CC)c1nc(C)c2c(c1C#N)CC(C)(C)OC2,1
CCOc1cc(CNCc2ccncc2)cc(Br)c1OCc1ccccc1F,2
Cc1cc(C)n(C(=O)CNc2cccc(Cl)c2C)n1,-2
COc1cc(OC)c2c(N)c(C#N)c(C(F)(F)C(F)(F)F)nc2c1,3
O=c1c2ccccc2n(Cc2ccc(Cl)cc2)c(=O)n1Cc1ccco1,9
CCOc1ccc(NC(=O)CCSc2nc3c(c(CC)c2C#N)C(=O)CC(C)(C)C3)cc1,8
O=C(Nc1ccc(N2CCN(C(=O)c3ccco3)CC2)c(Cl)c1)c1cccs1,-1
O=[N+]([O-])c1cc(Cl)cc(/C=N\Nc2ccccn2)c1O,13
CCC(NC(=O)Nc1nccs1)(C(F)(F)F)C(F)(F)F,-1
Cc1c(C)c2ccc(OCC(=O)N(C)C)c(C)c2oc1=O,10
COc1ccc(NC(=O)c2cc(-c3ccccc3Cl)no2)cc1,-4
CNc1nc(-c2ccc([N+](=O)[O-])cc2)cs1,-11
Cc1cc(C)nc(NC(=O)/C=C/c2ccccc2Cl)n1,-5
CCOC(=O)c1cnc(SC)nc1Sc1ccccc1,17
CCCCNC(=O)NS(=O)(=O)c1ccc(C(=O)OC)o1,-8
CC1CCCCC1NC(=O)c1ccc(S(=O)(=O)N2CCCC2)cc1 (centres undefined),1
COc1ccc(Cl)cc1-c1n[nH]c(=S)n1C,-7
COc1ccc(OC)c(C2CC(=O)C3=C(C2)NC(=O)CC3c2ccc(O)c(OC)c2)c1 (centres undefined),-6
CN(C)C(=O)C1(c2ccccc2)CCN(S(=O)(=O)c2ccccc2)CC1,-5

# Looked up by compound from the entries so far (four):
SMILES,Artemis inh
Cc1c(C)c2ccc(OCC(=O)N(C)C)c(C)c2oc1=O,10
COc1ccc(Cl)cc1-c1n[nH]c(=S)n1C,-7
CCCCNC(=O)NS(=O)(=O)c1ccc(C(=O)OC)o1,-8
CNc1nc(-c2ccc([N+](=O)[O-])cc2)cs1,-11

# Later entries:
SMILES,Artemis inh
CCOC(=O)c1ccc(NC(=O)CSc2nnc(CCc3ccc(C)o3)n2-c2ccccc2)cc1,15
C=CCn1c(N)c(C(=O)OC(C)(C)C)c2nc3ccccc3nc21,5
Cc1ccc(C(C)C)c(OCc2ccc(-c3nnco3)cc2)c1,15
C=CCc1ccccc1OCCCCN1CCCC1,5
O=C(NCCc1ccccc1)c1cnn2c(C(F)F)cc(C3CC3)nc12,18
COc1cc(NC(=O)c2cc3nc(C)cc(C)n3n2)c(OC)cc1Cl,-4
CCN(CC)c1nc(Nc2ccc(Cl)cc2)nc(OCC#N)n1,1
Cc1nnsc1SCCNC(=O)c1ccc(F)cc1,1
O=C(O)CSCCc1ccccn1,1
Cc1ccc(NC(=O)Nc2ccc(F)cc2)nc1,5
Cc1ccc(Nc2nc(Cl)nc(N(C)C#N)n2)cc1,-3
O=C(c1cccnc1)N1CCN(Cc2ccccc2Br)CC1,-7
Cc1cccn2c(=O)c3cc(C#N)c(=N)n(CCCN4CCOCC4)c3nc12,6
CCC(=O)Nc1ccc(C(=O)Nc2ccc3c(c2)C(=O)N(CC2CCCO2)C3=O)cc1 (centres undefined),-3
COc1cccc(-c2cc(C(F)(F)F)n3nc(N)nc3n2)c1,-3
CC1(C)CC(=O)c2cnc(NC(=O)CSc3nc4ccccc4o3)nc2C1,-4
CCCCn1c(SCN2C(=O)c3ccccc3C2=O)nc2cc(S(N)(=O)=O)ccc21,-4
Cc1cccc(OCc2nnc(SCc3nc4ccccc4c(=O)[nH]3)o2)c1,7
CCc1ccccc1N(CC(=O)NCc1ccco1)C(=O)c1snc(C(N)=O)c1N,7
CC1=CC(C)=Nc2ccc(C)cc2N1,4
Cc1nn(Cc2ccc(Br)cc2)c(C)c1NC(=O)c1nn(C)cc1Cl,-8
O=C(COC(=O)c1ccc[nH]c1=O)NC1CCCC1,-5
COCCNC(=O)C(c1cccs1)N(C(=O)Cn1nnc2ccccc21)c1ccccc1 (centres undefined),-9
O=C(CCN1CCN(c2ccccc2F)CC1)c1ccc(Br)cc1,4

# No new results follow: an excerpt of the list.
SMILES,Artemis inh
COCCN1C(=O)C(O)=C(C(C)=O)C1c1ccc(OC)c(OC)c1 (centres undefined),-6
CCOC(=O)c1ccc(NC(=O)c2cc(S(=O)(=O)N3CCOCC3)ccc2O)cc1,1
CC(C)OP(=O)(OC(C)C)C(NC(=O)c1cccc([N+](=O)[O-])c1)C(N)=O (centres undefined),0
C=CCn1c(C)cc(C(=O)CSc2nc3ccccc3c(=O)[nH]2)c1C,9
CCCS(=O)(=O)N1CCCC(C(=O)NCCCN2CCN(c3ccccc3F)CC2)C1 (centres undefined),3
CCN(CC)c1nc(C)c2c(c1C#N)CC(C)(C)OC2,1
CCOc1cc(CNCc2ccncc2)cc(Br)c1OCc1ccccc1F,2
Cc1cc(C)n(C(=O)CNc2cccc(Cl)c2C)n1,-2
COc1cc(OC)c2c(N)c(C#N)c(C(F)(F)C(F)(F)F)nc2c1,3
O=c1c2ccccc2n(Cc2ccc(Cl)cc2)c(=O)n1Cc1ccco1,9
CCOc1ccc(NC(=O)CCSc2nc3c(c(CC)c2C#N)C(=O)CC(C)(C)C3)cc1,8
O=C(Nc1ccc(N2CCN(C(=O)c3ccco3)CC2)c(Cl)c1)c1cccs1,-1
O=[N+]([O-])c1cc(Cl)cc(/C=N\Nc2ccccn2)c1O,13
CCC(NC(=O)Nc1nccs1)(C(F)(F)F)C(F)(F)F,-1
Cc1c(C)c2ccc(OCC(=O)N(C)C)c(C)c2oc1=O,10
COc1ccc(NC(=O)c2cc(-c3ccccc3Cl)no2)cc1,-4
CNc1nc(-c2ccc([N+](=O)[O-])cc2)cs1,-11
Cc1cc(C)nc(NC(=O)/C=C/c2ccccc2Cl)n1,-5
CCOC(=O)c1cnc(SC)nc1Sc1ccccc1,17
CCCCNC(=O)NS(=O)(=O)c1ccc(C(=O)OC)o1,-8
CC1CCCCC1NC(=O)c1ccc(S(=O)(=O)N2CCCC2)cc1 (centres undefined),1
COc1ccc(Cl)cc1-c1n[nH]c(=S)n1C,-7
COc1ccc(OC)c(C2CC(=O)C3=C(C2)NC(=O)CC3c2ccc(O)c(OC)c2)c1 (centres undefined),-6
CN(C)C(=O)C1(c2ccccc2)CCN(S(=O)(=O)c2ccccc2)CC1,-5

# (further entries)
SMILES,Artemis inh
Cc1cccc(-c2nc3c(c(SCC(=O)N(C)C)n2)CCCC3)c1,2
Cc1ccc(-n2c(SCC(=O)OC(C)C)nnc2-c2ccncc2)cc1,-4
CCC(C)(C)n1nnnc1C(c1ccc(C)cc1)N1CCN(Cc2cccnc2)CC1 (centres undefined),0
S=c1[nH]nc(-c2ccccc2)o1,2
CCCC(C)NC(=O)c1ccc(F)cc1 (centres undefined),2
COc1ccccc1NC(=O)c1ccccc1NS(C)(=O)=O,-10
O=C(O)c1ccccc1C(=O)N1CC=C(c2ccccc2)CC1,6
N#Cc1ccc(NC(=O)CN2C(=O)NC(Cc3ccccc3)C2=O)cc1 (centres undefined),5
O=C(c1ccc(NS(=O)(=O)c2ccccc2)cc1)N1CCN(Cc2ccc3c(c2)OCO3)CC1,-2
CN1CCN(c2oc(-c3cccs3)nc2S(=O)(=O)c2ccccc2)CC1,0
COc1cccc(C(=O)N2CCN(C3CCC(c4ccccc4)CC3)CC2)c1 (centres undefined),-9
Cc1nn(C(C)(C)C)c(OC(=O)c2ccc3c(c2)OCO3)c1Sc1ccccc1,0
CCOc1ccc(OCC)c(NC(=O)CN(c2ccc(C)cc2)S(=O)(=O)c2c(C)noc2C)c1,10
O=C(c1cc(S(=O)(=O)N2CCCCC2)c(Cl)cc1N1CCOCC1)N1CCOCC1,-1
O=C(CCC(=O)N1CCN(C2CCCCC2)CC1)Nc1nnc(C(F)(F)F)s1,-8
Cc1noc(NC(=O)c2ccccc2)c1C#N,2
CCN1C(=O)c2cccc3c(NC(=O)c4ccc(S(=O)(=O)N5CCOCC5)cc4)ccc1c23,11
COc1ccc(N=Cc2ccc(CNS(=O)(=O)c3ccc(Cl)cc3)o2)cc1,4
O=C(CN1CCCCCC1)Nc1ccc(F)c(F)c1,-4
COc1ccc2[nH]cc(C(=O)CN(C)CCc3ccc(OC)c(OC)c3)c2c1,1
Cc1ccsc1C(=O)N/N=C/C=C/c1ccccc1[N+](=O)[O-],12
O=S(=O)(c1cccs1)N1CCN(CC(O)COc2cc(Cl)ccc2Cl)CC1 (centres undefined),0
CCSc1nnc(NC(=O)c2ccccn2)s1,-9
Cc1ccc(CNC(=O)c2ccc(Cn3nc(C)c(Cl)c3C)o2)cc1,6
CN(C)/C=C1\N=C(c2ccc3c(c2)OCO3)OC1=O,-1
CC(C)CNC(=S)NC(=O)c1ccc([N+](=O)[O-])cc1,-10
CC(=O)Nc1ccc(S(=O)(=O)N2CCN(C(=O)N3CCOCC3)CC2)cc1,-8
Cc1cccc(NC(=O)c2ccc(-n3cccn3)c([N+](=O)[O-])c2)c1,5
COc1ccc2c(c1)C1NC(=S)N[C@@](C)(O2)C1C(=O)Nc1ccccc1 (some centres undefined),-5
CCNC(=O)N1C(=O)C2(OCCO2)c2ccccc21,-12
COC(=O)C1=C(C(=O)OC)SC2(S1)C(C(=O)OC)=C(C(=O)OC)SC1=C2c2cc(C)ccc2NC1(C)C,-2
CCOc1ccc(/C(O)=C2/C(=O)C(=O)N(CCOCCO)C2c2ccc(F)cc2)cc1 (centres undefined),5
N#Cc1c(NC(=O)Cn2cnc3ccccc3c2=O)oc(-c2ccccc2)c1-c1ccccc1,22
CC(=O)c1sc(NC(=O)c2ccc(Cn3cc(Br)cn3)o2)nc1C,-9
CCOC(=O)C1CCN(CC(=O)Nc2c(C(=O)OC)[nH]c3cccc(C)c23)CC1,8
O=S(=O)(c1cccc2c(S(=O)(=O)N3CCCC3)cccc12)N1CCCC1,4
C=CCNc1nc(C)nc(OC)n1,6
CCc1ccc(-c2nn(-c3cc(Cl)ccc3[N+](=O)[O-])c(=O)c3ccccc23)cc1,0
CC(NC(=O)Nc1ncccn1)(C(F)(F)F)C(F)(F)F,-7
Cc1ccc(C(=O)N/N=C\c2cccn2C)cn1,-1
C=CCOC(=O)C1=C(C)Nc2nnnn2C1c1cccc(OC)c1OC (centres undefined),-3
CCCS(=O)(=O)N1CCCC(C(=O)NCCCN(Cc2ccccc2)C(C)C)C1 (centres undefined),-14
Cc1cc(N(C)C)c(C#N)c(N2CCOCC2)n1,-5
CCN1CCN(Cc2ccccc2NC(=O)Nc2ccc(C)cc2)CC1,1
COc1ccc(-c2cc3ccccc3n2CC(O)Cn2nc(C)cc2C)cc1 (centres undefined),10
O=c1c2ccccc2[nH]c(=S)n1CCCN1CCOCC1,6
Cc1nnc(SCc2nc3ccccc3[nH]2)s1,0
CC/C(=N\NC(=O)CNC(=O)/C=C/c1ccco1)c1ccccc1,4
Cc1cccc(S(=O)(=O)Nc2cccc(-c3cn4ccsc4n3)c2)c1,7
CSc1nsc(SCCN2C(=O)c3ccccc3C2=O)n1,8
CCCCC(c1nnnn1Cc1ccco1)N1CCN(c2nc3ccccc3s2)CC1 (centres undefined),20
CC(C)Nc1nc(NC(C)(C)C)nc(Oc2ccc(=O)n(-c3ccccc3)n2)n1,-1
O=C(NCc1ccccn1)c1c(Cl)cccc1Cl,-2
CC(=O)N/C(=C/c1ccc2c(c1)OCO2)C(=O)NCCCO,-13
Cc1ccc(S(=O)(=O)/N=C2/NC(=O)/C(=C/c3cccnc3)S2)cc1,2
C=CCNC(=O)C1CCN(c2c([N+](=O)[O-])cc(C(F)(F)F)cc2[N+](=O)[O-])CC1,7
O=C(CN1CCN(S(=O)(=O)c2ccc(F)cc2)CC1)Nc1cc(C(F)(F)F)ccc1Cl,2
CCCc1nc(SCc2ccccc2Cl)n[nH]1,-6
CCOc1cccc(OCCOCCn2cnc3ccccc3c2=O)c1,-6
COc1ccc(CN2CC(C(=O)NCCN3CCOCC3)CC2=O)cc1 (centres undefined),-5
# Following part.
SMILES,Artemis inh
CN1CCN(c2nc(C#N)cc(-c3ccccc3)n2)CC1,-4
COc1ccc(C(C)=O)cc1CN1C(=O)NC2(CCCCC2C)C1=O (centres undefined),-3
Cc1ccc(N2CC(C(=O)NCCC(C)C)CC2=O)cc1 (centres undefined),-5
Cc1cc(C)nc(NS(=O)(=O)c2ccc(N/C=C3\CCCC3=O)cc2)n1,-2
O=C(OCC(=O)N1CCCC1)c1cncc(Br)c1,11
O=C(N/N=C/c1ccc[nH]1)c1cccnc1,-4
